Compound activity from PubChem.
BAZ2B inh: blocks human BAZ2B; AlphaScreen BAZ2B-H3K14Ac peptide displacement; AID 504333; Q9UIF8; Potency, µM (top dose mostly 114 µM), for the others: at the top dose activity change, negative = inhibition, most hits filed as inhibitors; 360,000 compounds, 4.4% hits; further: on the % scale 0 is the no-effect control and ±100 the full control effect; nearly all actives have a fitted effect of over 60% in size
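Complex of BAZ2B and biotin-H3K14Ac (50 nM apiece) forms over 30 min at RT, then faces library compounds up to 110 uM for another 30 min; AlphaScreen beads added, 20 min dark incubation, luminescence read.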
Pol iota inh: DNA polymerase iota (human) inhibition; Potency, µM (titrated, usually from 115 µM), without a hit: top-dose activity, negative = inhibition, hits mostly inhibitors; 390,000 compounds, 1% hits; AID 588590; Pol iota fluorescent replication assay, 10 min; Q9UNA4
Target sequence (Q9UNA4 whole entry, looked up): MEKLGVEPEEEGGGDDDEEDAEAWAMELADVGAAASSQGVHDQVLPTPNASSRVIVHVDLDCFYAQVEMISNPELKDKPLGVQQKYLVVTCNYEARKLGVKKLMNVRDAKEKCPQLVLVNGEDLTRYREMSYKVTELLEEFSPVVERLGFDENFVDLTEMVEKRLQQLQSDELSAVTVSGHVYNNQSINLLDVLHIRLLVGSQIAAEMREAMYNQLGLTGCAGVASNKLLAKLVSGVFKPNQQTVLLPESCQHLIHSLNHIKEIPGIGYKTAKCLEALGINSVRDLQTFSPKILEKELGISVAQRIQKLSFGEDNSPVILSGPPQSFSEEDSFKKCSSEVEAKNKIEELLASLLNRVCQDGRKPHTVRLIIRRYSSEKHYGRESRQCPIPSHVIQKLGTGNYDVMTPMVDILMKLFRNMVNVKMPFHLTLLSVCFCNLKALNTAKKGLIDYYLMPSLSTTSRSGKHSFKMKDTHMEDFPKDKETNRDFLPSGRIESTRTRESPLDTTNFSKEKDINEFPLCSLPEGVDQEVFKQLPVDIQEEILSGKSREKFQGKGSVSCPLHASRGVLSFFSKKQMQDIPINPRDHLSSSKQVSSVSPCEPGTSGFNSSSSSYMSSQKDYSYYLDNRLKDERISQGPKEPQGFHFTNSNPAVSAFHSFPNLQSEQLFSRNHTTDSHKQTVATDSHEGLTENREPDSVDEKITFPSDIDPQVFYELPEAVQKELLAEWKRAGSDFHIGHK
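Fluorescent replication assay read twice, at 0 min and 10 min after adding 50 nM (final) substrate. Enzyme (10 nM) and compounds were first incubated 15 min at room temperature; enzyme-free buffer wells were negative controls.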
Pol eta inh: inhibitors of human DNA polymerase eta; recombinant Pol eta, fluorescent DNA replication assay; Potency, µM (titrated, usually from 114 µM), for inactives: at the highest dose activity change, negative = inhibition, actives largely listed as inhibitors; Q9Y253; 390,000 compounds, 1.2% hits; further: on the % scale 0 is the no-effect control and ±100 the full control effect
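Pol eta (10 nM) was preincubated with compounds for 15 min at room temperature, after which fluorescent replication substrate (50 nM final) was added to start the reaction. Fluorescence was read kinetically at 0 and 10 min.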
APE1 inh: inhibitors of human APE1 endonuclease. AID 2517. recombinant APE1, TAMRA/BHQ-2 abasic DNA cleavage fluorescence. P27695. Potency, µM (series often up to 65.8 µM), for inactives: top-dose activity change, negative = inhibition, most hits filed as inhibitors. 350,000 compounds, 0.35% hits;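 further: plate controls were vehicle for no effect and reference inhibitor for full effect; nearly all actives have a fitted effect of over 55% in size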
Target sequence (P27695 whole entry, looked up): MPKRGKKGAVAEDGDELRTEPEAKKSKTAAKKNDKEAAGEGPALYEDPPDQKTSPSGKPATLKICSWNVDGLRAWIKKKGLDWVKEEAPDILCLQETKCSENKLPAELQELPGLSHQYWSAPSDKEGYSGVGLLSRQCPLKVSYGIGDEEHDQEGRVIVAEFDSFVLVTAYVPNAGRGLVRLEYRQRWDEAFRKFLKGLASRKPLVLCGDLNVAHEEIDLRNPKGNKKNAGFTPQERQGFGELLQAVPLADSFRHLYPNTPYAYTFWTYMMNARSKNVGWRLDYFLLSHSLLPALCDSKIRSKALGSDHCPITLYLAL
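Endonuclease cleavage of a quenched abasic-site DNA duplex (50 nM) by APE1 (0.75 nM) was tracked by TAMRA dequenching. Compounds were preincubated with enzyme 15 min at room temperature; data normalized to buffer-only and DMSO wells plus NSC13755 control.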
G9a inh: inhibitors of human histone lysine methyltransferase G9a; AID 504332; Potency, µM (titrated, usually from 102 µM), for inactives: top-dose activity, negative = inhibition, hits mostly inhibitors; G9a H3K9 monomethylation, AlphaScreen, 2 h; Q96KQ7; 350,000 compounds, 8.8% hits; further: on the % scale 0 is the no-effect control and ±100 the full control effect; nearly all actives have a fitted effect of over 75% in size
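Methyltransferase reactions run at room temperature for 2 h (20 nM enzyme, 500 nM biotin-H3K9 peptide, 20 uM SAM) after a 15 min compound preincubation; product detected by AlphaScreen beads and anti-H3K9me1 antibody.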
BLM helicase inh: blocks DNA unwinding by human BLM helicase; recombinant BLM DNA unwinding, fluorescence dequenching; Potency, µM (titrated, usually from 56.1 µM), inactives show at the highest dose activity change, negative = inhibition, hits mostly inhibitors; P54132; 350,000 compounds, 0.2% hits;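 further: plate controls were vehicle for no effect and no enzyme for full effect; nearly all actives have a fitted effect of over 35% in size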
POLB inh: blocks human DNA polymerase beta activity | Pol beta primer extension/strand displacement, fluorescence kinetic | P06746 | Potency, µM (titrated, usually from 114 µM), without a hit: at the highest dose activity change, negative = inhibition, actives largely listed as inhibitors | 340,000 compounds, 1.3% hits; further: on the % scale 0 is the no-effect control and ±100 the full control effect
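Enzyme-only controls used 10 nM Pol beta; buffer lacking enzyme served as negative control. Compound preincubated 15 min, then 50 nM substrate added; 0 and 10 min reads at room temperature.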
POLK inh: blocks human DNA polymerase kappa activity | Q9UBT6 | purified Pol kappa, fluorescent DNA synthesis assay, 10 min | Potency, µM (doses to about 107 µM), without a hit: at the top dose activity, negative = inhibition, hits mostly inhibitors | 400,000 compounds, 0.53% hits | AID 588579; further: on the % scale 0 is the no-effect control and ±100 the full control effect
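10 nM Pol kappa preincubated 15 min at room temperature with compounds, then reaction started with substrate at 50 nM final. Fluorescence read kinetically at 0 and 10 min; buffer-only wells served as negative control.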
Anesthetic bind: binds horse apoferritin like a general anesthetic; P02791; apoferritin/1-aminoanthracene competitive binding, fluorescence; Potency, µM (highest dose often 77.5 µM), without a hit: at the highest dose activity change, negative = displacement, hits mostly inhibitors; 350,000 compounds, 0.074% hits; further: on the % scale 0 is the no-effect control and ±100 the full control effect; nearly all actives have a fitted effect of over 20% in size
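10 uM apoferritin + 50% sat. 1-AMA, PBS; cpd 10 min RT; Ex380/Em535 endpoint; normalized to free probe vs complex; 4-param Hill fit; propofol titration as pos. ctrl.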
An asterisk follows results filed as active; & = joins results of further samples; [ ] = another dose, or the depositor's remark. The call rests on the fitted dose curve; in most records, active means well fitted curve in the direction sought with a large enough effect; inconclusive means small, poorly fitted or top-dose-only effect, or another doubt; inactive means no such curve, though single readings can be large; an effect the other way counts as inactive or inconclusive. Potency means the concentration at half of the fitted maximal effect. This is a subset; the hit share may differ from the screen's.

`CCN1CCN(Cc2c(O)ccc3c(=O)c(-c4ccc(OC)c(OC)c4)c(C(F)(F)F)oc23)CC1` gave BAZ2B inh -9%, Pol iota inh 0%, Pol eta inh -2%, APE1 inh -6%, G9a inh -17%, BLM helicase inh 1%, POLB inh 4%, POLK inh -22% and Anesthetic bind 1%.
`O=c1[nH]cc(N(CCO)CCO)c(=O)[nH]1` gave BAZ2B inh 4%, Pol iota inh inconclusive, Pol eta inh -4%, APE1 inh -1%, G9a inh 5%, BLM helicase inh 0%, POLB inh -15%, POLK inh 2% and Anesthetic bind -1%.
For Cc1ccc2nc(N(CCCN(C)C)C(=O)CN3C(=O)c4ccccc4C3=O)sc2c1 the results were BAZ2B inh inconclusive, Pol iota inh 6%, Pol eta inh -17%, APE1 inh 2%, G9a inh inconclusive, BLM helicase inh -2%, POLB inh -1%, POLK inh -24% and Anesthetic bind -21%.
Screening Oc1c(C(c2cccs2)N2CCOCC2)sc2ncnn12 (stereo not drawn) returned BAZ2B inh -6%, Pol iota inh 3%, Pol eta inh -18%, APE1 inh 3%, G9a inh -17%, BLM helicase inh -2%, POLB inh -12%, POLK inh 5% and Anesthetic bind -6%.
`Cc1ccc(CC(=O)Nc2ccc(S(=O)(=O)N3CCOCC3)cc2)cc1` gave BAZ2B inh -1%, Pol iota inh 5%, Pol eta inh 2%, APE1 inh -11%, G9a inh 16%, BLM helicase inh -4%, POLB inh 2%, POLK inh -16% and Anesthetic bind inconclusive.
`COc1cc(NC(=O)C/C(C)=N/NC(=O)C(=O)NC2CCCCC2)c(OC)cc1Cl` gave BAZ2B inh inconclusive, Pol iota inh 6%, Pol eta inh -18%, APE1 inh -5%, G9a inh -27%, BLM helicase inh -14%, POLB inh -1%, POLK inh -6% and Anesthetic bind inconclusive.
For CC(C)CCn1c(=O)c2sccc2n2c(CCCC(=O)Nc3ccc(C(C)C)cc3)nnc12 the results were BAZ2B inh 0%, Pol iota inh inconclusive, Pol eta inh -3%, G9a inh -5%[59 µM], BLM helicase inh -5%, POLB inh 15%, POLK inh 3% and Anesthetic bind -12%.
For COc1cccc(NC(=O)CSc2nnc(-c3cccs3)n2C)c1 the results were BAZ2B inh -6%, Pol iota inh 8%, Pol eta inh -5%, APE1 inh 3%, G9a inh -9%, BLM helicase inh -2%, POLB inh 0%, POLK inh -17% and Anesthetic bind 6%.
`O=C(COc1cc2oc(=O)c3c(c2cc1Cl)CCC3)Nc1ccc(CN2CCOCC2)cc1` gave BAZ2B inh -1%[57.1 µM], Pol iota inh 27%, Pol eta inh -3%, APE1 inh -9%, G9a inh 30%, BLM helicase inh 0%, POLB inh 19%, POLK inh -4% and Anesthetic bind 0%.
For CCOC(=O)c1cc2c(=O)n3ccccc3nc2n(CC2CCCO2)c1=NC(=O)c1ccccc1C (stereo not drawn) the results were BAZ2B inh 0%, Pol iota inh 9%, Pol eta inh -13%, G9a inh 6%[59 µM], BLM helicase inh -1%, POLB inh 20%, POLK inh -6% and Anesthetic bind 51%[activator].

Brought forward from above: 2 compounds; new compounds follow.
`O=C(COc1cc2oc(=O)c3c(c2cc1Cl)CCC3)Nc1ccc(CN2CCOCC2)cc1` gave BAZ2B inh -1%[57.1 µM], Pol iota inh 27%, Pol eta inh -3%, APE1 inh -9%, G9a inh 30%, BLM helicase inh 0%, POLB inh 19%, POLK inh -4% and Anesthetic bind 0%.
For CCOC(=O)c1cc2c(=O)n3ccccc3nc2n(CC2CCCO2)c1=NC(=O)c1ccccc1C (stereo not drawn) the results were BAZ2B inh 0%, Pol iota inh 9%, Pol eta inh -13%, G9a inh 6%[59 µM], BLM helicase inh -1%, POLB inh 20%, POLK inh -6% and Anesthetic bind 51%[activator].
`CCOC(=O)N1CCc2c(sc3c2c(=O)n(Cc2ccccc2)c(=O)n3Cc2c(F)cccc2Cl)C1` gave BAZ2B inh inconclusive, Pol iota inh 55%[activator], Pol eta inh -6%, G9a inh -10%[59 µM], BLM helicase inh -7%, POLB inh 13%, POLK inh 2% and Anesthetic bind -5%.
`COc1ccc(-c2nc(SCC(=O)NC3CCCC3)c(-c3ccc(OC)cc3)[nH]2)cc1` gave BAZ2B inh inconclusive, Pol iota inh 2%&-11%, Pol eta inh -19%&-15%, APE1 inh 1%, G9a inh 50µM*, BLM helicase inh -7%&-14%, POLB inh -7%&-16%, POLK inh -2%&-18% and Anesthetic bind -19%&-3%.
O=[N+]([O-])/C=C/c1cc2ccccc2[nH]1 was read as BAZ2B inh -29%, Pol iota inh inconclusive, Pol eta inh -15%, APE1 inh -3%, G9a inh 18µM*, BLM helicase inh -7%, POLB inh 21%, POLK inh -1% and Anesthetic bind -11%.
COc1ccc(/C=C/c2nc3ccccc3n2C)cc1 was read as BAZ2B inh 7%, Pol iota inh 139%[activator], Pol eta inh -1%, APE1 inh -6%, G9a inh 18%[59 µM], BLM helicase inh -5%, POLB inh 0%, POLK inh -14% and Anesthetic bind -12%.
O=C(c1ccc(Cl)s1)N1CCN(S(=O)(=O)c2ccc(Cl)cc2)CC1 was read as Pol iota inh -7%, Pol eta inh 1%, APE1 inh 8% and POLK inh -9%.
`CCOc1ccc(N(C(C)C(=O)NCCSc2ccc(C)cc2)S(C)(=O)=O)cc1` (stereo not drawn) gave BAZ2B inh -2%, Pol iota inh 20%, Pol eta inh -12%, G9a inh 5%[59 µM], BLM helicase inh -10%, POLB inh 19%, POLK inh 1% and Anesthetic bind -4%.
`CCC(C(=O)O)N1C(=O)C2CCCCC2C1=O` (stereo not drawn) gave BAZ2B inh -21%, Pol iota inh 7%, Pol eta inh -1%, APE1 inh 8%, G9a inh 24%, BLM helicase inh 0%, POLB inh -10%, POLK inh -12% and Anesthetic bind -4%.
`CCN1CCN(C(=O)CN(Cc2ccccc2)S(C)(=O)=O)CC1` gave BAZ2B inh 12%, Pol iota inh -3%, Pol eta inh -8%, APE1 inh -1%, G9a inh 13%[59 µM], BLM helicase inh -2%, POLB inh 0%, POLK inh -1% and Anesthetic bind 1%.
COc1ccc(NC(=O)C(CC(C)C)NC(=O)C2CCC(C)CC2)cc1 (stereo not drawn) was read as BAZ2B inh 7%, Pol iota inh 53%[activator], Pol eta inh -15%, APE1 inh 39%, G9a inh -5%, BLM helicase inh -3%, POLB inh 24%, POLK inh 6% and Anesthetic bind -11%.
Screening O=C(Nc1nc2ccc(F)cc2s1)C1=NN(c2ccccc2)C(=O)CC1 returned BAZ2B inh -11%, Pol iota inh -13%, Pol eta inh 8%, APE1 inh -6%, G9a inh -48%[59 µM], BLM helicase inh -1%, POLB inh 0%, POLK inh -1%[60.1 µM] and Anesthetic bind -8%.
For COc1ccccc1NS(=O)(=O)c1cccc(C(=O)NNC(=O)c2ccc(Cl)nc2)c1 the results were Pol iota inh 56%[activator], Pol eta inh -11%, APE1 inh 15% and POLK inh -10%.
CCOC(=O)CC(NC(=O)c1cccs1)c1ccc(C)cc1 (stereo not drawn) was read as BAZ2B inh -2%, Pol iota inh 97%[activator], Pol eta inh 2%, APE1 inh 48%[activator], G9a inh 15%, BLM helicase inh -4%, POLB inh 23%, POLK inh -1% and Anesthetic bind 0%.
For COc1ccccc1NC(=S)N(CCCN(C)C)Cc1cc2cc3c(cc2[nH]c1=O)OCO3 the results were BAZ2B inh -18%, Pol iota inh 21%, Pol eta inh -12%, APE1 inh 0%, G9a inh -43%, BLM helicase inh 34%[activator], POLB inh 14%, POLK inh 0% and Anesthetic bind -9%.
`Cc1nc([N+](=O)[O-])c(SCC(O)CCl)n1Cc1ccc(Cl)cc1` (stereo not drawn) gave BAZ2B inh -36%, Pol iota inh 123%[activator], Pol eta inh -17%, APE1 inh -4%, G9a inh 28µM*, BLM helicase inh -1%, POLB inh 12%, POLK inh -2% and Anesthetic bind -12%.
For Cc1ccc2c(c1)C(c1ccccc1)N(C(=O)COc1ccc(Cl)cc1Cl)CC(=O)N2 (stereo not drawn) the results were BAZ2B inh -17%, Pol iota inh 1%, Pol eta inh -21%, G9a inh -9%[59 µM], BLM helicase inh -13%, POLB inh -24%, POLK inh -10% and Anesthetic bind 0%.
O=C(Nc1ccc(N2CCCC2)cc1)c1cccc(-c2cc3ccccc3oc2=O)c1 was read as BAZ2B inh inconclusive, Pol iota inh -1%, Pol eta inh -12%, APE1 inh 5%, G9a inh 1.6µM*, BLM helicase inh -19%, POLB inh 19%, POLK inh -4% and Anesthetic bind 0%.
Cc1cc(NCCCn2ccnc2)n2nc(-c3ccc(Cl)cc3)cc2n1 was read as BAZ2B inh 45µM*, Pol iota inh 46%[activator], Pol eta inh -15%, APE1 inh 1%, BLM helicase inh 0%, POLB inh 2%, POLK inh -13% and Anesthetic bind -11%.
COc1ccc(S(=O)(=O)N2CCCCC2)cc1NC(=O)CCNC(=O)c1ccccc1Cl was read as BAZ2B inh 3%, Pol iota inh inconclusive, Pol eta inh -4%, APE1 inh 22%, G9a inh 10%[2.33 µM] and POLK inh 0%.
`Cc1sc2ncnc(N3CCC(C(=O)Nc4nnc(SCc5ccccc5F)s4)CC3)c2c1C` gave BAZ2B inh 3%, Pol iota inh -16%, Pol eta inh 5%, APE1 inh -8%, G9a inh inconclusive and POLK inh -6%.
Cc1cc(N)n(-c2ccc3ccccc3c2)n1 was read as BAZ2B inh -3%, Pol iota inh 11%, Pol eta inh -6%, APE1 inh 12%, G9a inh 4%[12.7 µM], BLM helicase inh -3%, POLB inh -3%, POLK inh -21% and Anesthetic bind inconclusive.
Screening Cc1cc2ccccn2c1C(C[N+](=O)[O-])c1ccc(N(C)C)cc1 (stereo not drawn) returned BAZ2B inh 8.9µM*, Pol iota inh 52%[activator], Pol eta inh -23%, APE1 inh 14%, G9a inh 10µM*, BLM helicase inh -6%, POLB inh 4%, POLK inh -8% and Anesthetic bind -12%.
For CC(C(=O)Nc1ccccc1)N1CCN(C(=O)c2ccco2)CC1 (stereo not drawn) the results were BAZ2B inh 5%, Pol iota inh 33%[activator], Pol eta inh -14%, APE1 inh 10%, G9a inh 0%[2.33 µM] and POLK inh -20%.
For O=C(Cc1coc(-c2ccc(F)cc2)n1)NC1CCCCC1 the results were BAZ2B inh 2%, Pol iota inh 2%, Pol eta inh -12%, APE1 inh 4%, G9a inh 5%[12.7 µM], BLM helicase inh -3%, POLB inh 14%, POLK inh 2% and Anesthetic bind -8%.
